MEKK2wt PB1 HTS: raises or lowers MEK5 binding to wildtype human MEKK2 PB1 domain | bead flow cytometry, Alexa488-MEK5 binding to MEKK2 WT; actives lie on both sides | binding response (% of control), % at 10 µM | Q9Y2U5 | 1.1% of 290,000 active; in the data active means binding response below about 67% or above about 130%
NALP1 inh: NALP1 inhibition | inhibition, % at 10 µM | AID 2071 | S. cerevisiae NALP1/ASC/caspase-1 growth, X-gal OD620, 72 h | 0.61% of 280,000 active; in the data active means inhibition mostly above about 24%, no sharp cut-off; inactive means mostly below about 32%; further: some compounds called inactive have numbers as strong as hits
V1aR counter: activates human V1a receptor in oxytocin agonist counter-screen | P37288 | CHO-V1R cells, Fluo-8 calcium fluorescence, agonist mode; 0% DMSO, 100% 3 nM vasopressin | activation, % at 3 µM | 0.25% of 320,000 active | AID 2797;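 active means activation above the mean activation of all tested compounds plus 3 SD, per screening run, cut at about 20% in these data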;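 further: signal is peak over basal fluorescence ratio across a 100 second FLIPR read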
GalR3 antagonist: antagonists of human GalR3; 0.44% of 360,000 active; HEK293 GalR3-CNG cAMP membrane potential fluorescence; galR3 body fused to GalR1 C-terminus; inhibition, % at 3 µM;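 active means inhibition above the screen-wide average plus 3 SD, cut at about 13% in these data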;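 further: forskolin and galanin both at EC90 stimulate the cells; cAMP rise reported by CNG channel membrane potential dye signal; 0% = forskolin plus galanin with DMSO and 100% = forskolin alone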
PHOSPHO1 inh: blocks human PHOSPHO1 phosphatase activity; Q8TCT1; recombinant PHOSPHO1, absorbance phosphatase assay; inhibition, % at 13.3 µM; 1.1% of 290,000 active; AID 1565; in the data active means inhibition above about 60%
Target sequence (Q8TCT1 whole entry, looked up): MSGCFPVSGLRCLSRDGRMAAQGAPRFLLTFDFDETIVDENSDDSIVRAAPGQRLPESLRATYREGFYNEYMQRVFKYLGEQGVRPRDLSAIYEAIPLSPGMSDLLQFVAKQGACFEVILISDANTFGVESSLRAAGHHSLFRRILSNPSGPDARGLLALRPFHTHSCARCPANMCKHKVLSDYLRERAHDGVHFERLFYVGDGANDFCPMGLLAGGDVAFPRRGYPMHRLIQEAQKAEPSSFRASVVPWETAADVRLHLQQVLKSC
MEKK2mut PB1 HTS: signal of MEK5 binding to mutant human MEKK2 PB1 domain; bead flow cytometry, Alexa488-MEK5 binding to MEKK2 mutant; percent response, % at 10 µM; 0.35% of 290,000 active; AID 1530; in the data active means percent response above about 24%, passing the limit was not always enough; further: inactives centre near 1; some results filed as inactive read as strong as hits; reference of the scale not given here
GPR7 antagonist: human neuropeptides B/W receptor 1 antagonism; AID 1861; P48145; 1.1% of 290,000 active; inhibition, % at 4.4 µM; GPR7-expressing cells, fluorescence antagonist assay; in the data active means inhibition above about 16%, passing the limit was not always enough;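 further: cells stimulated with the agonist NPW; 0% = agonist with vehicle and 100% = vehicle without agonist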
Target sequence (P48145 whole entry, looked up): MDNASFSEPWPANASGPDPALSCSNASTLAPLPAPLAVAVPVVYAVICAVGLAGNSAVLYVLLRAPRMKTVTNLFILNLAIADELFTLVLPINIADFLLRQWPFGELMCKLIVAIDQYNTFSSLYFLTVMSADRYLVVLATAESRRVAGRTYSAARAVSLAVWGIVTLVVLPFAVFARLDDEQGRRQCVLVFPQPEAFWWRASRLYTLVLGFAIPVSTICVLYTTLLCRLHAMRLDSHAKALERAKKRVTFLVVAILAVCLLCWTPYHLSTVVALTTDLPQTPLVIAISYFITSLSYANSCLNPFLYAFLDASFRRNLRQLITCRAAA
OXTR ag: activates the human oxytocin receptor. P30559. CHO-OTR cells, Fluo-8 calcium fluorescence; normalized: DMSO 0%, oxytocin 100%. activation, % at 3 µM. 0.32% of 320,000 active;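 active means activation above the mean of all tested compounds plus 3 SD, cutoff set per screening run, cut at about 20% in these data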;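 further: peak over basal fluorescence ratio from a 100 s FLIPR kinetic read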
Target sequence (P30559 whole entry, looked up): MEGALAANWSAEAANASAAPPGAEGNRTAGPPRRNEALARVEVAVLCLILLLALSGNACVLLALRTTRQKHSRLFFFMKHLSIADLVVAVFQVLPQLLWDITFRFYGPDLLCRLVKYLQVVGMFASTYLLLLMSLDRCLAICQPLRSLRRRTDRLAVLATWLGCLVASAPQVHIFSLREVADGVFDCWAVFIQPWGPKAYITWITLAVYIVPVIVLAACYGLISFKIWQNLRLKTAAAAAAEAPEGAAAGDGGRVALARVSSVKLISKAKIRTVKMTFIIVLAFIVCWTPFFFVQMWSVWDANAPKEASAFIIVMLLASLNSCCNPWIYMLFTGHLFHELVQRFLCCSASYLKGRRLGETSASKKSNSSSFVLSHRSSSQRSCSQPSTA
MEKK3 PB1 HTS: MEKK3-MEK5 PB1 interaction, increase or decrease | Q99759 | bead-based flow cytometry, Alexa488-MEK5 binding to MEKK3; actives lie on both sides; 0 = blocked by unlabeled MEK5, 100 = vehicle | binding response (% of control), % at 10 µM | 1.4% of 290,000 active | AID 1529;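 active means binding response more than 3 SD above or below the average of its plate-row segment, actives on both sides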;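 further: Alexa488 bead fluorescence after subtracting the streptavidin-only scavenger bead signal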
* marks the source's active call; other numbers are inactive results; / = not tested or not shown; [ ] = remark or other dose.

SMILES	MEKK2wt PB1 HTS	NALP1 inh	V1aR counter	GalR3 antagonist	PHOSPHO1 inh	MEKK2mut PB1 HTS	GPR7 antagonist	OXTR ag	MEKK3 PB1 HTS
O=C(COc1ccc2c(C(F)(F)F)cc(=O)oc2c1)NCc1cccs1	89	14	0.8	3	4	-4	-14	0.5	87
CCC(=O)N(CCc1ccc(OC)c(OC)c1)Cc1cc2ccc(C)cc2n2nnnc12	89	-1	0.6	-1	6	-7	2	0.2	96
CCC(=O)N1CC2(c3ccccc3)CN(C(=O)CC)CC(c3ccccc3)(C1)C2=O	104	-21	0.9	0	42	2	-3	-0.5	100
O=C(C1CCCN(Cc2ccccc2F)C1)N1CCc2ccccc2C1 (configuration not stated)	98	5	-0.1	-4	6	2	12	-0.1	99
CN(NC(=O)NN)c1ncc(C(F)(F)F)cc1Cl	95	-3	0.2	-2	29	-4	-5	-0.7	101
OCC1(Cc2ccccc2F)CCCN(Cc2c(F)ccc(F)c2F)C1 (configuration not stated)	103	23	-0.4	-2	14	2	-13	-2.6	104
CC(=O)NCCN1C(=O)C2C3c4ccccc4C(c4ccccc43)C2C1=O (configuration not stated)	100	-2	0.2	-6	14	3	-1	1.0	98
Cc1ncc(CO)c2c1OC(C)(C)OC2	101	45	0.1	-3	-33	-2	/	0.0	98
CCOC(=O)NC1(C(F)(F)F)C(=O)NC(C)=C1C(=O)OC (configuration not stated)	75	-15	-0.3	0	-9	-13	-5	-0.2	98
O=C(COc1ccc([N+](=O)[O-])cc1)NNC(=O)c1cccs1	95	8	-0.4	-6	8	-2	8	0.0	101
CC(=O)Nc1ccc(S(=O)(=O)NCc2cccnc2)cc1	102	14	1.8	-12	11	4	-7	1.8	101
COc1ccc(CN2C(=O)Cc3c2nc(N)c2c(N)nc(N4CCOCC4)c(C#N)c32)cc1	94	/	-0.6	-6	30	2	-8	0.6	96
CCOc1ccc(NS(=O)(=O)c2ccc3c(c2)N(C(C)=O)CC3)cc1	85	12	1.4	-3	29	1	0	2.5	102
CC(=O)N/C(=C/c1ccc([N+](=O)[O-])cc1)C(=O)O	102	1	0.6	0	37	7	-5	1.3	101
COCCNC(=O)C(c1ccc(O)cc1)N(Cc1ccco1)C(=O)CCC(=O)Nc1ccccn1 (configuration not stated)	102	-10	-0.6	0	44	3	-3	-1.2	100
Cn1cccc/c1=N\c1cccc[n+]1C	112	8	-0.5	-2	15	6	-9	1.9	105
CC(C)(C)C1CCc2c(sc(NC(=O)c3cccs3)c2C(N)=O)C1 (configuration not stated)	101	-40	0.1	-4	-2	4	-3	1.2	107
Cc1ccc(NC(=O)NCc2cccnc2)cc1C	110	18	0.5	-2	27	6	-6	-0.4	104
Cc1ccc(NC(=O)[C@H](C)NC(=O)C2CCN(C(=O)[C@@H](N)C(C)C)CC2)cc1	108	0	0.5	-12	27	5	-4	-1.2	105
Cc1cc(NC(=O)CSc2nc(N)c(NC(=O)c3ccc(F)c(F)c3)c(=O)[nH]2)no1	112	2	0.3	-3	22	8	-26	-0.6	107
Cc1cc(NC(=O)CCCC(=O)OCC(F)(F)C(F)F)cc(C)c1C(=O)O	110	-4	0.1	-1	48	5	-8	-0.5	115
Cc1nc(C(=O)NCCO)cc2c1[nH]c1ccccc12	103	7	/	-9	15	7	6	/	105
O=C1NC(=O)/C(=C\c2ccccc2OCc2cccc([N+](=O)[O-])c2)N1	102	9	0.8	-4	-32	-1	-2	0.2	105
O=C(NCCc1ccc(Cl)cc1)c1ccc(NC2=NC3CS(=O)(=O)CC3S2)cc1 (configuration not stated)	96	16	0.2	/	39	-7	3	0.6	97
CSCCC(NC(=O)c1ccco1)C(=O)OC(C)C(=O)NC(=O)NC1CCCCC1 (configuration not stated)	95	-3	6.0	0	-4	-4	29*	2.0	96

More records.
SMILES	MEKK2wt PB1 HTS	NALP1 inh	V1aR counter	GalR3 antagonist	PHOSPHO1 inh	MEKK2mut PB1 HTS	GPR7 antagonist	OXTR ag	MEKK3 PB1 HTS
O=C(Nc1ccccc1)N1CCN(CCc2ccccc2)CC1	102	-13	0.6	-4	21	1	-11	0.5	101
CCc1ccc(Nc2nc3ccccc3c(=O)s2)cc1	102	-8	1.2	-7	-11	-1	-2	-1.3	99
CCC(=O)Nc1cccc(NC(=S)NC(=O)c2cccc(C)c2)c1	99	18	4.2	-5	-2	-1	-5	2.0	83
Cc1ccc2nc(-c3cccc(S(=O)(=O)N4CCCC4)c3)cn2c1	99	-8	-0.1	-11	16	0	-1	-1.3	104
O=c1[nH]c(C2CCN(S(=O)(=O)c3ccccc3)CC2)nc2c1nnn2Cc1c(F)cccc1Cl	86	8	0.3	-3	26	-2	0	-0.8	95
Cc1nc2ccccc2c2oc(C(=O)N3CC(C)CC(C)C3)cc12 (configuration not stated)	103	12	-0.3	-5	-12	3	-15	-0.8	102
COc1cccc(C(=O)N2CCN=C2SC)c1	76	-11	0.3	1	32	-4	-8	-1.0	58*[inhibitor]
CN(C)S(=O)(=O)c1cc(NC(=O)COC(=O)c2ccc3c(c2)OCO3)ccc1Cl	113	25	0.2	1	3	13	-4	-0.2	103
CC(=O)c1ccccc1NC(=O)CC1(CC(=O)O)CCCCC1	91	-6	0.1	0	12	-5	4	-1.2	83
N=C1/C(=C\c2ccc(OCc3ccccc3)cc2)C(=O)N=C2SC(N3CCCC3)=NN12	101	12	/	/	36	4	-17	/	104
COc1cc(OC)cc(N(C(=O)c2ccco2)C(C(=O)NC2CCCC2)c2ccc(N(C)C)cc2)c1 (configuration not stated)	101	-2	4.0	2	12	4	-9	7.4	99
COc1cc(NC(=O)c2cnc(NCc3ccccc3)nc2C)cc(OC)c1OC	108	7	8.9	-8	38	12	-6	4.2	109
Cc1cccc(NC(=O)N2C3CCCC2CC(NC(=O)C(C)(C)C)C3)c1 (configuration not stated)	110	23	0.0	-8	45	14	1	0.6	105
COc1ccc(NC(=S)NC(=O)c2ccc(Br)o2)cc1	93	-24	2.1	-6	47	-6	-12	-0.4	94
Cc1ccc(Oc2nc3c(C)cccn3c(=O)c2/C=C(\C#N)C(N)=O)cc1	94	-10	0.3	5	17	-10	-6	-2.9	93
NC(N)=N/N=C/c1cc([N+](=O)[O-])ccc1O	97	11	-0.2	-2	-2	-2	-3	-0.9	104
CCCc1cc(-c2nc(N)ncc2-c2csc(C)n2)c(O)cc1OC	/	-69	0.2	-1	11	/	2	-0.3	/
CCC(C)NC(=O)CCn1c(-c2ccc(F)cc2)cc(C(C)=O)c1C (configuration not stated)	98	4	1.1	-4	0	-1	-1	-0.5	97
COC(=O)C(CCSC)NC(=O)CNC(=O)C1CCCCC1 (configuration not stated)	89	/	0.0	-2	8	-11	-14	0.6	96
CN1CCCC(OC(=O)c2cc(Cl)ccc2Cl)C1 (configuration not stated)	104	2	1.1	1	-11	4	-11	0.6	103
CCOC(=O)N1CCN(C(=O)C2CCN(S(=O)(=O)c3ccc(Cl)cc3)CC2)CC1	99	16	0.0	-4	5	-5	-10	1.2	96
COc1ccc(-c2cc(=Nc3ccc(C(=O)O)cc3)c3cc(C)ccc3o2)cc1	103	4	-0.1	-6	-14	6	6	0.7	103
CCOc1cc(/C=N/Nc2nc3ccccc3[nH]2)cc(Br)c1OCC(=O)N(C)C	103	6	0.8	1	20	-7	0	-0.8	99
O=C(Cn1ncc2c3ccccc3n(Cc3cccc(Cl)c3)c2c1=O)NCC1CCCO1 (configuration not stated)	101	-2	0.2	-9	44	11	-2	0.0	102
Nc1cc(S(=O)(=O)N2CCOCC2)ccc1Oc1ccc(F)cc1	97	6	3.2	-6	-2	-3	-8	6.0	98

Next part:
SMILES	MEKK2wt PB1 HTS	NALP1 inh	V1aR counter	GalR3 antagonist	PHOSPHO1 inh	MEKK2mut PB1 HTS	GPR7 antagonist	OXTR ag	MEKK3 PB1 HTS
CN(C)/C=C1\C(=O)NN=C1c1ccccc1	106	-15	-0.1	-3	32	-1	2	0.9	109
Cn1c(=O)oc2cc(S(=O)(=O)N3CCCCC3)ccc21	101	7	4.5	-7	15	4	-1	0.4	99
O=C(O)COc1ccc(Br)cc1/C=N\Nc1ccccn1	101	20	0.1	/	10	-2	6	1.3	100
O=C(CN1CCN(S(=O)(=O)c2ccccc2)CC1)Nc1ccc(Cl)c(Cl)c1	94	-4	8.3	-6	7	-4	7	9.0	95
CCC(C)NC(=O)C1=C(C)C(=O)OC12CCC(C)CC2 (configuration not stated)	99	16	-0.1	/	-10	3	-7	-1.3	93
CC12CCC(C(=O)NNc3ccc([N+](=O)[O-])cc3)(CC1=O)C2(C)C (configuration not stated)	98	23	-0.6	-3	-10	-1	1	-0.8	111

Filtered by structure: the entries above containing fluorine (10)
SMILES	MEKK2wt PB1 HTS	NALP1 inh	V1aR counter	GalR3 antagonist	PHOSPHO1 inh	MEKK2mut PB1 HTS	GPR7 antagonist	OXTR ag	MEKK3 PB1 HTS
O=C(COc1ccc2c(C(F)(F)F)cc(=O)oc2c1)NCc1cccs1	89	14	0.8	3	4	-4	-14	0.5	87
O=C(C1CCCN(Cc2ccccc2F)C1)N1CCc2ccccc2C1 (configuration not stated)	98	5	-0.1	-4	6	2	12	-0.1	99
CN(NC(=O)NN)c1ncc(C(F)(F)F)cc1Cl	95	-3	0.2	-2	29	-4	-5	-0.7	101
OCC1(Cc2ccccc2F)CCCN(Cc2c(F)ccc(F)c2F)C1 (configuration not stated)	103	23	-0.4	-2	14	2	-13	-2.6	104
CCOC(=O)NC1(C(F)(F)F)C(=O)NC(C)=C1C(=O)OC (configuration not stated)	75	-15	-0.3	0	-9	-13	-5	-0.2	98
Cc1cc(NC(=O)CSc2nc(N)c(NC(=O)c3ccc(F)c(F)c3)c(=O)[nH]2)no1	112	2	0.3	-3	22	8	-26	-0.6	107
Cc1cc(NC(=O)CCCC(=O)OCC(F)(F)C(F)F)cc(C)c1C(=O)O	110	-4	0.1	-1	48	5	-8	-0.5	115
O=c1[nH]c(C2CCN(S(=O)(=O)c3ccccc3)CC2)nc2c1nnn2Cc1c(F)cccc1Cl	86	8	0.3	-3	26	-2	0	-0.8	95
CCC(C)NC(=O)CCn1c(-c2ccc(F)cc2)cc(C(C)=O)c1C (configuration not stated)	98	4	1.1	-4	0	-1	-1	-0.5	97
Nc1cc(S(=O)(=O)N2CCOCC2)ccc1Oc1ccc(F)cc1	97	6	3.2	-6	-2	-3	-8	6.0	98
